QS inhibitor – blocks AIP-induced quorum sensing reporter in S. aureus; 24,000 compounds, 0.3% hits; inhibition, % at 2 µM; S. aureus RN6390 RNAIII-GFP reporter, flow cytometry 3 h;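 active = share of bacteria positive for the green fluorescent reporter and its mean brightness both inhibited by 50% or more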;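 also: 0% = AIP-stimulated control and 100% = unstimulated bacteria without AIP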
QS inhibitor GFP MFI % – further read-out of QS inhibitor, marked with its call; inhibition, %; measured here: inhibition of GFP MFI
Numbers without * were called inactive; & = joins results of further samples. A portion of the library; the hit share may differ from the screen's.

Below each SMILES: QS inhibitor, QS inhibitor GFP MFI %
Cc1cc(=O)n2nc(N3CCC(C(=O)NCCC4=CCCCC4)CC3)sc2n1
  0, -4
CC(=O)Nc1cc2c(nc1C)nc(C)n2Cc1ccc(Br)cc1
  0, -3
CC(C)(C)c1nnc(NC(=O)C2CCN(c3ncccn3)CC2)s1
  0, 2
COc1ccc(NC(=O)CSc2nnc(-c3ccccc3C)n2C)cc1
  0, 2
Cc1ccc(NC(=O)/C(CN(C)C)=N\O)cc1
  -2, -41
O=c1[nH]c2ccc(S(=O)(=O)N3CCN(Cc4ccccc4)CC3)cc2[nH]c1=O
  -4, -3
O=C(O)c1cc(S(=O)(=O)Nc2ccc3c(c2)OCCO3)c(Cl)cc1Cl
  -1, -8
COC(=O)Nc1ccc(S(=O)(=O)N2CCN(c3ccc(F)cc3)CC2)cc1
  0, 1
Cc1ccc2nc3n(c(=O)c2c1)CCC3
  -1, 21
CC1CCCC(C)N1CCNC(=O)CCn1nc(-c2ccccc2)ccc1=O (stereo not given)
  -3, 3
COc1ccc(C)cc1Nc1cc(C)nc2ncnn12
  0, -5
Cc1ccc(N2CC(C(=O)N3CCN(C(=O)c4ccco4)CC3)CC2=O)cc1 (stereo not given)
  0, 10
O=C(Cn1c(=O)sc2ccccc21)NCCOc1ccccc1F
  -1, 10
COc1ccc(C)cc1NC(=O)CSc1nnc(-c2ccc(C)cc2)o1
  -3, 0
CCOC(=O)N1CCN(c2nc(-c3ccc(OC)cc3)no2)CC1
  1, -8
COc1ccccc1-n1c(C)nnc1SCC(=O)Nc1cccc(C(C)=O)c1
  -14, -32
CC(NC(=O)Cc1cccs1)C(c1cccs1)N1CCN(c2ccccc2)CC1 (stereo not given)
  0&-1, 1&-40
Cc1c(Cl)cccc1NC(=O)CCN1CCCCCC1
  -1, -2
COc1ccc(C2C3=C(CCCC3=O)Nc3nc(SCc4ccccc4)nn32)cc1OC (stereo not given)
  15, 27
Cn1c(=O)c2c(nc(CN3CCN(Cc4ccccc4)CC3)n2Cc2cccc(Cl)c2)n(C)c1=O
  12, 21

A second format for part of the listing above.
canonical_smiles,QS inhibitor,QS inhibitor GFP MFI %
COc1ccccc1-n1c(C)nnc1SCC(=O)Nc1cccc(C(C)=O)c1,-14,-32
CC(C)(C)c1nnc(NC(=O)C2CCN(c3ncccn3)CC2)s1,0,2

The list continues:
Below each SMILES: QS inhibitor, QS inhibitor GFP MFI %
O=C1OC(N2CCN(c3ccccn3)CC2)c2ccccc21 (stereo not given)
  -1, 0
COc1cccc(-c2nc(CS(=O)(=O)CC(=O)N3CCc4ccccc4C3)c(C)o2)c1
  2, 5
COc1ccc(-n2nc3cc(C)c(N)c(Br)c3n2)cc1
  -1, -13
COc1ccc(OC)c(NC(=O)Cn2cccc2)c1
  -1, 5
COc1ccc(CCNC(=O)c2nonc2N)cc1OC
  4, 4
CCCCOc1ccccc1NC(=O)c1ccco1
  2, 12
COc1ccc(-n2c(Cc3cccn3C)nnc2SCC(=O)N2CCCc3ccccc32)cc1
  5, 65
CCOC(=O)Cn1c(N)c(C(=O)OC)sc1=S
  -10, -22
c1ccc2c(c1)sc1nnnn12
  -1, -22
CCOC(=O)Nc1ccc2c(c1)Sc1ccccc1N2C(=O)CCN1CCOCC1
  -1, 1
CCOC(=O)CSc1nc2cc(C(=O)NCc3ccco3)ccc2c(=O)n1C1CCCCC1
  0, 17
Cc1ccccc1Cn1c(=O)n(Cc2ccco2)c(=O)c2ccccc21
  2, -2
O=P(O)(CN1CCCCCC1)CN1CCCCCC1
  0, 21
COc1cc2[nH]c(=O)n(CCCCCC(=O)N3CCN(c4ccccc4)CC3)c(=O)c2cc1OC
  0, 4
COc1ccc(NC(=O)C2=C(C)C(=O)OC23CCC(C)CC3)c(OC)c1 (stereo not given)
  -7, -11
COc1ccc(Cl)cc1C(=O)Nn1cnc2ccccc2c1=O
  0, -20
O=C(Oc1cccnc1)c1ccc(Cl)c(Cl)c1
  -4, -15
COc1ccc(OC)c(C(=O)CSc2nnc(-c3ccc(OC)c(OC)c3)o2)c1
  0, 5
Cc1cc(C(=O)CN2CC(C)OC(C)C2)c(C)n1-c1ccccc1 (stereo not given)
  1, 10
c1ccc(OCc2nc(-c3ccccc3)no2)cc1
  -1, 15
CCCOc1ccc(C2C(=O)N(C3CCCCC3)CC(=O)N2CCCOCC)cc1OC (stereo not given)
  -5, -19
CC1N=C2c3ccccc3N=C(SCc3cc(=O)n4cc(Cl)ccc4n3)N2C1=O (stereo not given)
  -3, -25
Cn1c(=O)cc(SCC(=O)N2CCCC2)c2ccccc21
  -3, -3
CN1CCCC(OC(=O)COc2ccc(Br)cc2)C1 (stereo not given)
  1, 32
Cc1ccc2[nH]c(=O)c(CN(CCCN(C)C)C(=O)Nc3ccc(Cl)cc3)cc2c1
  12, 17
Nc1nc(-c2ccccc2)cc(C(F)(F)F)n1
  2, 26
CCc1cccc(NC(=O)Cn2cccc2)c1
  2, 2
Cn1c(SCc2cccc3ccccc23)nnc1-c1ccco1
  2, 25
Cc1cc(C)cc(N(C(=O)C2CCCC2)C2C=CS(=O)(=O)C2)c1 (stereo not given)
  0, 24
COC(=O)C1Sc2[nH]c(=O)sc2C2c3ccccc3OC(=O)C12 (stereo not given)
  -1, -7
Cc1ccc(-n2nc3c(c2NC(=O)c2cccs2)CSC3)cc1
  4, 12
COc1cc(C)nc(N2CCCC(C(=O)Nc3cccc(Cl)c3Cl)C2)n1 (stereo not given)
  0, 2
COc1ccc2c(c1)cc(C(=O)O)n2C
  0, 1
O=C(CN1CCN(c2ccc(F)cc2)CC1)OCc1ccccc1
  0, -2
Cc1cccc(NC(=O)C2CCCN2C(=O)OCC(C)C)c1C (stereo not given)
  0, 5
Cc1cc(-c2nc3ncccc3o2)ccc1N
  4, 16
Cn1cccc1-c1cc(C(=O)O)[nH]n1
  -1, -4
Cc1cc(Br)c(S(=O)(=O)n2nnc3ccccc32)cc1C
  0, 5
CN(C(=O)CSc1ncccc1C(=O)O)c1ccccc1
  -4, -18
COc1cccc(N2CCN(C(=O)CCn3c(=S)[nH]c4cc5c(cc4c3=O)OCO5)CC2)c1
  22, 21
CC1CCCCN1S(=O)(=O)c1ccc2c(c1)CCN2C(=O)CCC(=O)O (stereo not given)
  -3, -49
COc1cc(C(=O)NCCC(=O)NC2CCCCCCC2)cc(OC)c1OC
  -1, -3
O=S(=O)(NCC1CCCO1)c1ccc2c(c1)OCCO2 (stereo not given)
  -1, -12
CC(=O)c1c(C)nc2ccc(Br)cc2c1C(=O)O
  -1, -7
CCCN1CCN(C(=O)c2cn(CC(C)C)c(=O)c3cc(OC)c(OC)cc23)CC1
  -1, -1
COc1cccc(C(=O)CN2CCC(NC(=O)NC3CCCCC3)CC2)c1
  0, 8
COc1ccccc1CN1CC(C(=O)N2CCN(c3ccc(F)cc3)CC2)CC1=O (stereo not given)
  1, 5
Cc1ccc(-c2nnn(CC(=O)NC3CC4CCC3C4)n2)cc1 (stereo not given)
  0, -22
Cc1[nH]nc2c1C(c1ccccc1F)CC(=O)N2 (stereo not given)
  0, -2
Fc1ccc(CNc2nc(-c3ccco3)cc(C(F)(F)F)n2)cc1
  2, 5
CCOC(=O)c1cc(-c2ccc(F)cc2)n(CC(=O)Nc2nccs2)c1C
  -3, -1
CCOC(=O)N1CCC(NC(=O)CN2C(=O)C(CC)Oc3ccc(C)cc32)CC1 (stereo not given)
  0, -4
CC(NC(=O)c1cc2ccccc2o1)C(=O)O (stereo not given)
  1, 10
COC(=O)CCC(=O)CN
  -3, -7
Cc1ccc(OCc2nnc(SCC(=O)Nc3ccc4c(c3)OCO4)n2C)cc1
  0, -2
CCOCCCN1C(=O)CN(C2CCCCC2)C(=O)C1c1ccc(OCC)c(OC)c1 (stereo not given)
  1, 4
O=C(CSc1nnc(Cc2cc(=O)[nH]c(=O)[nH]2)n1-c1ccccc1)N1CCCCC1
  -4, -14
Cc1ccc(-c2nc(CSCC(=O)NCCCN3CCOCC3)c(C)o2)cc1
  -4, -18
c1ccc(-c2nnc3sc(CN4CCC5(CC4)OCCO5)cn23)cc1
  -2, 4
CCOC(=O)c1[nH]c2ccccc2c1NC(=O)c1ccc(Br)o1
  1, -5

Entries of single compounds, quoted from the list.
CCOCCCN1C(=O)CN(C2CCCCC2)C(=O)C1c1ccc(OCC)c(OC)c1 (stereo not given) as listed: QS inhibitor: 1; QS inhibitor GFP MFI %: 4
CCOC(=O)c1cc(-c2ccc(F)cc2)n(CC(=O)Nc2nccs2)c1C as listed: QS inhibitor: -3; QS inhibitor GFP MFI %: -1

(further entries)
Below each SMILES: QS inhibitor, QS inhibitor GFP MFI %
COc1ccc(OC)c(NC(=O)c2nnn(Cc3ccccc3C)c2N)c1
  43, 42
CC(=O)c1c(C)[nH]c(C(=O)Nc2ccc3c(c2)OCCO3)c1C
  -1, 6
COc1ccccc1NC(=O)C1(C)Cc2ccccc2C(=O)O1 (stereo not given)
  -2, -7
CC(C)CNC(=O)c1cc(-c2ccc(Cl)c(Cl)c2)on1
  -3, -8
CCOC(=O)CSc1ncnc2c1nnn2-c1ccc(F)cc1
  3, 14
O=C(NCc1ccccc1)C1CCN(S(=O)(=O)c2cccc3cccnc23)CC1
  -2, -6
Cc1ccccc1NS(=O)(=O)c1cc(S(C)(=O)=O)ccc1Cl
  6, 40
CC(C(=O)NCc1cccs1)n1cccc1 (stereo not given)
  -5, -6
O=C(NCCc1ccccc1)c1ccc2c(c1)N(Cc1ccccc1)C(=O)CS2=O (stereo not given)
  -3, -8
CCOC(=O)N1CCN(C(=O)Nc2sc3nc4n(c(=O)c3c2C)CCC(C)CC4)CC1 (stereo not given)
  3, 0
CN1CCN(C(=O)c2cc3c(s2)-c2ccccc2S(=O)(=O)C3)CC1
  -3, -14
Cc1occc1-c1nnc(SCC(=O)c2ccc(F)cc2)n1Cc1ccco1
  13, 13
c1ccn2c(SCc3ccc4c(c3)OCCO4)nnc2c1
  0, 17
Cc1cc(C)c(S(=O)(=O)Nc2ccc(OCC(=O)O)cc2)c(C)c1
  0, -3
COc1ccc(-n2nnnc2SCC(=O)N2CCOCC2)cc1
  0, 24
Cc1c(C(=O)Nc2ccccc2)sc2nc(-c3ccccc3)cn12
  0, -14
O=C(c1cccs1)N(Cc1ccco1)Cc1cc2ccccc2[nH]c1=O
  -9, -12
O=C(O)CCc1nnc2n(Cc3ccc(F)cc3)c(=O)c3ccccc3n12
  0, -3
COc1ccccc1OC(=O)c1ccc(SC)cc1OC
  -1, 12
CC(C)(O)C1=NOC(c2ccccc2)C1 (stereo not given)
  -1, -50
CCCN1CCN(CCCNC(=O)Cn2ncc3c4ccccc4n(C)c3c2=O)CC1
  -6, -20
CC(=O)OCC(=O)c1ccc2ccn(C(C)=O)c2c1
  1, 6
CC(C)c1ncc(C(O)c2cccc3ccccc23)n1C (stereo not given)
  0, 0
COc1cccc(C2=NOC(C(=O)NCc3ccc(F)cc3)C2)c1 (stereo not given)
  2, 5
CCOc1ccc(NC(=O)Cn2nnc(-c3ccccc3F)n2)cc1
  0, 5
CCN1CCCC1CNC(=O)Cn1ncc2c(=O)oc3ccc(C)cc3c21 (stereo not given)
  -3, -29
CC(C)C(=O)N1c2ccccc2NC2=C(C(=O)CCC2)C1c1ccc(N(C)C)cc1 (stereo not given)
  -2, 4
CCOC(=O)c1[nH]c(C)c(CN(CCc2ccc(OC)c(OC)c2)C(=O)CCCC(=O)O)c1C
  -40, -82
O=C(Nc1ccccc1N1CCCCC1)c1ncoc1-c1ccc(F)cc1
  15, 53
O=C(NCc1cccnc1)C1CCN(S(=O)(=O)c2cccs2)CC1
  -8, -17
CN1C(=O)CC(N2CCC(c3nc4ccccc4[nH]3)CC2)C1=O (stereo not given)
  18, 13
COc1cccc(-c2nc3n(n2)C(c2ccc4c(c2)OCO4)C(C(N)=O)=C(C)N3)c1 (stereo not given)
  4, 14
CCCC12CN3CC(C)(CN(C1)C3c1ccc(OC)cc1)C2=O (stereo not given)
  -2, -13
Cc1nc2ncnn2c(C)c1Cc1ccc(Cl)cc1F
  0, -4
O=C(Nc1ccc(Cc2ccncc2)cc1)C1CC1
  -1, 5
CCn1c(=O)cc(SCC(=O)N2CCOCC2)c2ccccc21
  -2, -6
CCC(C)Sc1nnc(-c2c[nH]c3ccccc23)n1CCOC (stereo not given)
  -2, -3
COc1cc2c(cc1OC)CN(S(C)(=O)=O)CC2
  -6, -18
CCCn1c(=N)n(CC(=O)OCC)c2ccccc21
  -1, -7
O=S(=O)(c1cccc(C(F)(F)F)c1)N(CCCN1CCOCC1)Cc1cccs1
  -3, -13
O=C(Cn1c(=O)oc2cc(S(=O)(=O)N3CCCC3)ccc21)Nc1cccc(C(F)(F)F)c1
  1, 7
Cc1ccc2c(c1)c1c3n2CC(=C2C(=O)OC(C)(C)OC2=O)NC3CCC1 (stereo not given)
  0, -7
O=C(CN1CCCCCC1)OCCN=C1NS(=O)(=O)c2ccccc21
  -2, -30
O=S(=O)(NCc1cn2ccsc2n1)c1cccs1
  2, 5
CCc1ccc(C2CC(c3ccc(Cl)cc3)n3nc(N)nc3N2)cc1 (stereo not given)
  -8, -34

Looked up one by one from above (2):
Below each SMILES: QS inhibitor, QS inhibitor GFP MFI %
Cc1ccc2c(c1)c1c3n2CC(=C2C(=O)OC(C)(C)OC2=O)NC3CCC1 (stereo not given)
  0, -7
O=C(Cn1c(=O)oc2cc(S(=O)(=O)N3CCCC3)ccc21)Nc1cccc(C(F)(F)F)c1
  1, 7
